Mtb UGM inh: blocks M. tuberculosis UGM enzyme; P9WIQ1; purified UGM, fluorescence polarization probe displacement; inhibition, % at 10 µM; 0.06% of 320,000 active; AID 504406; in the data active = inhibition above about 10%, passing the limit was not always enough; inconclusive = no clear call, values can overlap the other calls
Target sequence (P9WIQ1 whole entry, looked up): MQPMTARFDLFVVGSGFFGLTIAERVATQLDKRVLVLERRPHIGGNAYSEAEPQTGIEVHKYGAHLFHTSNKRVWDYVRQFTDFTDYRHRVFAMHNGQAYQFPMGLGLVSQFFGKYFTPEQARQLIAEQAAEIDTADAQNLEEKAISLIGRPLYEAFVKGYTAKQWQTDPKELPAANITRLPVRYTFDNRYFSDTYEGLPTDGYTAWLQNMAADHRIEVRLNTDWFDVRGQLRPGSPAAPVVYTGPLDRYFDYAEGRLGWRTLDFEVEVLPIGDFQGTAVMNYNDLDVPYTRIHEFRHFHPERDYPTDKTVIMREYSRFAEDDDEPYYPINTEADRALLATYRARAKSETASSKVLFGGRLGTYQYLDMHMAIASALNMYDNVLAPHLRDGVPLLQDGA
BoNT-F LC inh: inhibitors of Botulinum neurotoxin F light chain protease; 0.22% of 360,000 active; Multiplex microsphere protease cleavage assay, flow cytometry; inhibition, % at 10 µM; AID 588497; in the data active = inhibition above about 35%, passing the limit was not always enough; inconclusive = no clear call, values can overlap the other calls; also: plate controls were buffer without enzyme for full effect and enzyme alone for no effect
FadD28 FP inh: M. tuberculosis FadD28 bisubstrate binding inhibition; 0.22% of 360,000 active; inhibition, % at 12.5 µM; FadD28 bisubstrate probe binding, fluorescence polarization; in the data active = inhibition above about 8.5%, passing the limit was not always enough; inconclusive = no clear call, values can overlap the other calls
CCHFV vOTU inh: CCHFV vOTU protease inhibition; Pep-AMC fluorescence; inhibition, % at 11.5 µM; 0.55% of 370,000 active; AID 651958; also: 0% = vehicle wells with enzyme and 100% = no enzyme wells
BioA inh: inhibitors of Mycobacterium tuberculosis BioA enzyme | purified M. tuberculosis BioA enzyme, plate reader | inhibition, % at 9.99 µM | 0.096% of 360,000 active; in the data active = inhibition above about 40%; inconclusive = no clear call, values can overlap the other calls
GDH-TPI inh: counter-screen for M. tuberculosis FBA inhibitors: GDH-TPI coupled enzymes; 1.2% of 360,000 active; GDH-TPI coupled enzyme counterscreen, NADH absorbance; inhibition, % at 4.8 µM;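 also: 0% = DMSO wells and 100% = wells lacking the enzyme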
PrPC TRFRET: cell surface PrPC inhibition, primary TR-FRET screen; P04156; TR-FRET read-out; inhibition, % at 13.8 µM; 0.43% of 370,000 active; in the data active = inhibition above about 24%; also: 0% = median of the test wells and 100% = reference compound wells
BoNT A protease: inhibitors of Botulinum neurotoxin A light chain protease. multiplex microsphere protease substrate cleavage, flow cytometry. inhibition, % at 10 µM. 0.17% of 360,000 active. AID 588499; in the data active = inhibition above about 30%; inconclusive = no clear call, values can overlap the other calls; also: plate controls were buffer without enzyme for full effect and enzyme alone for no effect
Mtb FBA inh: inhibitors of M. tuberculosis fructose-bisphosphate aldolase; P9WQA3; purified M. tuberculosis FBA, fluorescence read-out; inhibition, % at 1 µM; 2.3% of 360,000 active; in the data active = inhibition above about 27%;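 also: 0% = vehicle and 100% = reference inhibitor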
Target sequence (P9WQA3 whole entry, looked up): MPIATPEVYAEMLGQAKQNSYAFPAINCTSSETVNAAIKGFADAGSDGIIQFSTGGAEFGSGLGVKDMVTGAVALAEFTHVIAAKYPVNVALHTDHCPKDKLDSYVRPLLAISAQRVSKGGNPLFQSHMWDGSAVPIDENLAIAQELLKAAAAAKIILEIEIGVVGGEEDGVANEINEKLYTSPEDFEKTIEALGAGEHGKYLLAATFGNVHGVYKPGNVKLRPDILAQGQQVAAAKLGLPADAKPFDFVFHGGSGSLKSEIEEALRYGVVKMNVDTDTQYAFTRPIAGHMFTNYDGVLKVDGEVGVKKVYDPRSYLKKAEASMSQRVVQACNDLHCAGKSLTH
* hit, by the source's call; ? = inconclusive; . = no result given; & = joins results of further samples. Rule as the data show it, unless noted: active = inhibition above about 30%; inactive = the rest. Compounds as they come; overall some 4.8% were active at least once.

Structure	PrPC TRFRET	FadD28 FP inh	BoNT-F LC inh	CCHFV vOTU inh	BioA inh	BoNT A protease	Mtb UGM inh	GDH-TPI inh	Mtb FBA inh
COc1cc(C)ccc1OCCCOc1c(Cl)cccc1Cl	-3	-0.9	-4	-7	0.2	-0.3	1.9	3	-2
CCOC(=O)Cc1cc(=O)[nH]c(Nc2nc3ccccc3o2)n1	2	-2.4	-9	-5	-5.4	-0.7	-0.7	18	6
CCCCN(CC(=O)NC1CCCC1)C(=O)C(=O)Nc1ccc2c(c1)OCCO2	-2	.	-1	4	-0.9	-0.7	-3.0	-1	1
CN1CCCC1=Nc1c2c(nc3ccccc13)N(C)CC2	-3	-1.3	1	-11	.	-0.2	-0.4	7	8
O=C(COC(=O)Cc1cccc(C(F)(F)F)c1)Nc1ccc2[nH]c(=O)[nH]c2c1	-2	-1.3	0	-9	.	7.1	-1.3	5	1
C[C@H](CO)N1C[C@H](C)[C@@H](CN(C)Cc2ccncc2)Oc2c(NS(=O)(=O)c3cn(C)cn3)cccc2C1=O	-1	0.7	-10	-7	-4.6&12	-0.8	1.4	-5	0
Cc1ccc(CN(C(=O)C(F)(F)F)C(C(=O)NC2CCCCC2)c2ccco2)cc1 (configuration not stated)	5	-4.2	?	30*	-0.6	1.5	-2.4	-6	0
COc1ccccc1/C=C/CN1CCC(CO)(Cc2ccccc2)CC1	0	-2.1	3	8	.	-0.1	1.3	3	3
COc1ccc(-c2cc3c(c4c2ccn4C)C2CCC3C2)cc1 (configuration not stated)	1	-3.3	-22	4	0.9	14	.	.	4
Cc1cc(=O)oc2cc(OCC(=O)Nc3ccc4[nH]c(=O)[nH]c4c3)ccc12	0	-2.9	-1	-5	6.7	-4.6	-1.7	-8	0
O=S1(=O)CC(N2CCN(CCO)CC2)CN1Cc1cn(Cc2ccc(C(F)(F)F)cc2)nn1 (configuration not stated)	-3	.	-8	10	.	-0.1	.	.	.
CCOc1ccc(NC(=O)C(C)Sc2nccn2C)cc1 (configuration not stated)	-2	-3.0	0	-3	-1.5	1.2	0.7	-11	-5
COC(=O)CCC(=O)NNC(=O)Cc1ccccc1	1	-5.0	0	4	.	0.1	1.5	1	-2
COc1ccc(N2CCN(C(=O)/C=C/c3ccco3)CC2)cc1	-2	-1.3	-2	-3	1.8	1.0	0.3	5	-4
O=C(O)C1C2C=CC3(CN(C4CCCC4)C(=O)C13)O2 (configuration not stated)	7	-2.7	-3	4	-0.1	-0.5	-0.2	14	2
COc1cc(Cl)ccc1OCc1cc(C(=O)N(C)CC2CCCCO2)no1 (configuration not stated)	-2	0.7	1	11	0.8	0.1	0.4	3	2
CC(C)CC1Nc2ncnc(N3CCN(c4ccccn4)CC3)c2N(Cc2ccccc2)C1=O (configuration not stated)	1&-4	-3.7&1.1	-2&-4	8&16	0.4&-2.7	-1.6&0.6	0.2	4	0&1
Cn1c2ccccc2n2c(=O)c(Cl)c(-c3ccccc3)c(C#N)c12	-5	-3.5	4	-13	-0.8	2.0	2.2	2	20
CCCn1c(SCC(=O)Nc2cc(C)on2)n[nH]c1=O	-4	-3.7	-2	-17	-1.4	0.6	2.0	4	-2
S=c1[nH]nc(COc2ccccc2)n1C1CCCCC1	-1	1.3	-8	10	6.2	1.1	0.7	11	2
CN1CCN(c2c[nH]c(=O)[nH]c2=O)CC1	10	0.2	-6	5	-0.8	0.2	0.4	0	-3
Cc1c(Cl)cccc1NC(=O)CC(Cc1ccccc1)C(=O)O (configuration not stated)	1	-1.5	32	-6	-1.0	-2.0	-0.6	1	1
CCN(CC(=O)NCc1ccccn1)S(=O)(=O)c1cc(Cl)ccc1Cl	-6	-0.1	-4	-1	.	-9.4	-1.4	3	-2
CC(C(=O)NC(C)(C)C)N1C(=O)c2cccc3cccc(c23)C1=O (configuration not stated)	-36	0.3	-2	-6	.	1.0	1.0	9	27*
C/C(CC(=O)N(C(C)C)C(C)C)=N\NC(=O)c1ccccc1Br	-1	-0.3	-10	3	0.2	-0.7	-2.7	5	4
COc1ccc(S(=O)(=O)Nc2ccc3c(c2)CCC3)cc1	7	-2.9	-4	-3	.	-1.0	-2.6	0	-1
CCOC(=O)c1c(S(=O)(=O)NCC(=O)N2CCN(c3ccc(F)cc3)CC2)c(C)n(C)c1C	4	-1.7	2	18	0.3	-1.7	-1.9	1	0
Cc1cc2nc(-c3nnnn3-c3c(C)cccc3C)c(=O)[nH]c2cc1C	12	.	12	-5	.	13	.	.	.
CCN(C[C@H]1N[C@@](CC)(C(=O)OC)[C@H]2C(=O)N(C)C(=O)[C@@H]12)C(=O)c1ccc(C(C)(C)C)cc1	1	-1.4	-10	-10	0.6	0.2	.	-10	0
CCCNC(=O)CN1C(=O)NC(CC)(c2ccc(F)cc2)C1=O (configuration not stated)	9	-3.1	4	-10	0.9	-0.4	-0.2	2	-2
CCCCn1c(N)c(N(CCOC)C(=O)c2ccc(NC3CC3)c([N+](=O)[O-])c2)c(=O)[nH]c1=O	-13	-2.0	-7	7	.	-1.8	-0.1	7	0
COc1ccccc1N1CCN(C(=O)c2ccco2)CC1	-1	-7.4	-2	-2	-6.2	-2.9	0.0	-2	1
Cn1c(=O)cc(SCC(=O)NCCCN2CCN(c3ccc(F)cc3)CC2)c2ccccc21	-10	-1.9	7	-2	.	0.1	2.0	11	-3
Cc1ccc(C(=O)N/N=C\c2sccc2C)cn1	1	-2.4	-1	11	.	0.7	0.9	17	0
CCOC(=O)C(Cc1ccccc1)NC(=O)CCc1nnc2ccc(N3CCCCC3)nn12 (configuration not stated)	-5	-0.5	9	13	0.5	5.4	0.5	10	-1
Cc1nnc(NC(=O)C2CCN(S(=O)(=O)c3ccc(F)c(Cl)c3)CC2)o1	0	-2.5	13	-4	33	3.6	.	5	4
CC(=O)Oc1ccc(/C=N/NC2=NS(=O)(=O)c3ccccc32)cc1	2	-1.4	10	5	-1.7	-2.2	4.4	35*	-1
Cn1c(=O)[nH]c(=O)c2c1nc(N1CCCCC1)n2CC(O)COc1ccccc1 (configuration not stated)	4	-0.9	-7	-6	0.2	-4.5	1.2	3	3
C/C=C/C(=O)N1CC2(CC(c3cccc(NC(=O)CC(c4ccccc4)c4ccccc4)c3)=NO2)C[C@H]1C(N)=O (some centres not stated)	8	-5.2	-11	1	0.1	-0.8	0.0	-12	1
CCCCN(C(=O)c1ccco1)c1c(N)n(CCC)c(=O)[nH]c1=O	-7	-2.5	-7	21	-2.7	-0.2	1.8	11	3

A draw from above in order of molar mass, lowest first:
Structure	PrPC TRFRET	FadD28 FP inh	BoNT-F LC inh	CCHFV vOTU inh	BioA inh	BoNT A protease	Mtb UGM inh	GDH-TPI inh	Mtb FBA inh
CCCCN(C(=O)c1ccco1)c1c(N)n(CCC)c(=O)[nH]c1=O	-7	-2.5	-7	21	-2.7	-0.2	1.8	11	3
CCOC(=O)C(Cc1ccccc1)NC(=O)CCc1nnc2ccc(N3CCCCC3)nn12 (configuration not stated)	-5	-0.5	9	13	0.5	5.4	0.5	10	-1
C/C=C/C(=O)N1CC2(CC(c3cccc(NC(=O)CC(c4ccccc4)c4ccccc4)c3)=NO2)C[C@H]1C(N)=O (some centres not stated)	8	-5.2	-11	1	0.1	-0.8	0.0	-12	1

Further compounds.
Structure	PrPC TRFRET	FadD28 FP inh	BoNT-F LC inh	CCHFV vOTU inh	BioA inh	BoNT A protease	Mtb UGM inh	GDH-TPI inh	Mtb FBA inh
CCOC(=O)c1c(-c2ccc(C)o2)csc1NC(=O)CN1CCOCC1	0	0.1	14	9	-0.9	0.2	-0.6	3	-2
CCCNC(=O)C(Cc1cccc(OC)c1)NC(=O)c1ccc(C#N)cc1 (configuration not stated)	-2	-1.5	2	6	-0.2	0.4	2.3	0	-1
c1ccc(OCCNc2ccn3nc(-c4ccccc4)cc3n2)cc1	-7	-1.5	-4	15	-0.9	-0.6	.	12	16
O=C(NNC(=S)Nc1ccccc1)NNC(=S)Nc1ccccc1	3	-1.0	-6	-8	.	0.0	1.4	-4	2
COc1ccc2nc(NC(=O)C3CCN(C(=O)c4ccco4)CC3)sc2c1	11	-4.3	-3	-5	3.8	-3.0	0.1	-3	-3
CNC(C(=O)c1ccccc1)C(OC)c1cccc([N+](=O)[O-])c1 (configuration not stated)	5	-2.6	-10	8	.	-0.7	-0.5	-3	0
CC1CCCCN1S(=O)(=O)c1ccc(C(=O)N(CCCN(C)C)c2nc3cc4c(cc3s2)OCO4)cc1 (configuration not stated)	-11	-4.9	8	1	-0.6	0.4	-3.4	-8	-5
CCCc1c(O)nc(SCC(=O)O)[nH]c1=O	7	-0.7	5	-7	.	0.1	9.4	0	2
COc1ccc(S(=O)(=O)Nc2c(C(=O)O)[nH]c3ccccc23)c(OC)c1	-4	-0.8	-2	7	4.5	0.1	1.6	0	0
CCC(=O)c1c(NC)cc(C)oc1=O	1	-2.1	-8	2	.	-0.8	-1.0	2	1
COc1ccc(N2C(=O)/C(=C/c3ccc([N+](=O)[O-])cc3)C=C2c2ccccc2)cc1	-1	-2.6	-10	-9	-1.2	0.8	-0.4	4	2
CC(=O)Nc1ccc(C=C(C#N)c2ccc(C)cc2)cc1	-7	-3.4	4	6	-2.0	0.4	.	5	-1
N#Cc1cnc(N)c(Br)c1	-7	0.4	0	0	.	-0.7	-0.9	0	0
CCOc1ccc(-n2c(=O)[nH]cc(C(=O)N3CCc4ccccc43)c2=O)cc1	-2	-0.8	5	-5	.	1.6	-1.4	-8	-4
O=C(NCc1ccccc1)c1nncc(-c2ccccc2)n1	-33	1.9	2	-4	-1.1	0.1	0.1	10	0
Cc1ccc(OCCNC(=O)c2cccc(S(=O)(=O)N3CCN(Cc4ccccc4)CC3)c2)cc1	7	-1.2	-11	9	-2.7	0.1	.	-9	0
COc1ccc(S(=O)(=O)Nc2ccc3c(c2)CC(=O)N([C@@H](C)CO)C[C@@H](C)[C@@H](CN(C)Cc2ccccc2)O3)cc1	-4	-4.2	-10	28	1.4&1.4	0.2	3.6	-5	0
Cc1cc(NC(=O)CN2C(=O)CC(c3ccco3)Sc3ccccc32)no1 (configuration not stated)	.	-4.1	-6	.	3.3	0.3	0.1	8	1
CCN(C(=O)c1ccco1)C1C2CC3CC(C2)CC1C3 (configuration not stated)	2	-1.4	9	-5	-0.3	2.5	-2.2	7	1
Cc1ccccc1CNS(=O)(=O)c1c(C(=O)N2CCCCC2)c(C)n(C)c1C	3	-2.5	3	1	-0.6	0.9	-2.8	-10	2
Cc1onc(-c2ccccc2)c1C(=O)N1CCCN2C(=O)c3ccccc3C21 (configuration not stated)	2	-5.0	1	-10	.	-0.5	-4.9	-2	0
COc1ccc(C(=O)NCc2nnc(SCC(=O)N3CCC(C)CC3)o2)cc1	0	0.1	-2	2	.	-0.4	1.3	4	-1
CCOC(=O)c1ccc(NC(=O)C2=C(C)Nc3nc(CCCO)nn3C2c2ccc(OC)cc2)cc1 (configuration not stated)	5	1.1	-16	-1	-0.7	-1.6	0.2	16	4
O=C(NC1CC(=O)N(c2ccc(Cl)cc2)C1)N1CCN(C(=O)c2ccco2)CC1 (configuration not stated)	-8	-3.2	-5	10	.	-4.3	2.0	-12	2
CCN1CCN(S(=O)(=O)c2ccc(Cl)c(C(=O)N(C)Cc3cccc(OC)c3)c2)CC1	-3	-3.1	.	-4	.	.	2.9	-4	1
CCOC(=O)C1(C/C(C)=N/NC(N)=O)CC(C)(C)OC1=O (configuration not stated)	-8	-1.6	-7	-1	-1.3	-0.5	-1.3	8	0
O=S(=O)(NC(=S)NC1CCCCC1)c1ccc(Cl)cc1	-6	1.0	-3	11	.	0.3	-0.1	-3	-2
COc1cc(NC(=O)CSc2ncnc3scc(-c4ccccc4)c23)c(C(=O)O)cc1OC	8	-3.3	-2	-7	.	0.3	-1.1	2	-1
CC1(CC(=O)N/N=C/c2cc([N+](=O)[O-])c(O)cc2O)OCCO1	1	0.6	-3	21	.	-1.2	2.2	18	-7
CCOc1ccc(CC(=O)Nc2cc(=O)n(C)c(=O)n2C)cc1	6	0.3	0	3	1.3	0.2	2.0	20	3
COc1ccc(NC(=O)Cn2nnc(C(=O)NCc3cccs3)c2N)cc1	-2	0.4	-1	13	.	-1.4	0.0	5	1

Compound activity: PubChem BioAssay, several laboratories
